Screens from PubChem.
NCOA1 inh: inhibitors of human steroid receptor coactivator 1 (SRC1) | Q15788 | HEK293 GAL4-SRC1 luciferase reporter, luminescence | inhibition, % at 3.6 µM | 360,000 compounds, 0.12% hits | AID 588354;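 active = inhibition above the campaign mean plus 3 SD, with each screening campaign given its own cutoff, cut at about 60% in these data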;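 note: 0% = DMSO treated cells and 100% = gossypol at 36 µM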
CF NFkB block: blocks PAF-induced NF-kB reporter in cystic fibrosis cells; KKLEB NF-kB-GFP reporter, GFP fluorescence overnight; inhibition, % at 5 µM; 360,000 compounds, 0.86% hits;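 active = at least 50% inhibition at 5 µM, scaled per plate between neutral and stimulator controls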;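 note: PAF is a Pseudomonas aeruginosa culture filtrate used as stimulus; plate controls were PAF-stimulated DMSO wells for no effect and unstimulated DMSO wells for full effect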
Shn3 3UTR inh: inhibitors of Schnurri-3 3'UTR reporter in osteoblasts. inhibition, % at 12.5 µM. 360,000 compounds, 0.52% hits. Clone20 osteoblast Shn3 3'UTR firefly luciferase, 24 h. AID 588674;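 active = mean inhibition of at least 75% with every replicate also reaching 75%; inconclusive = mean inhibition at least 75% but some replicate below; inactive = mean inhibition below 75%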;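 note: 0% = median of neutral control wells and 100% = pilot-screen positive control compound; some compounds past the cut are filed as inactive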
NCOA3 inh: inhibitors of human steroid receptor coactivator 3 (SRC3) | inhibition, % at 3.6 µM | Q9Y6Q9 | 360,000 compounds, 0.17% hits | HEK293 GAL4-SRC3 luciferase reporter, luminescence | AID 588352;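 active = inhibition above a per-campaign cutoff, the mean of all compounds plus 3 SD, cut at about 60% in these data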;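 note: 0% = DMSO-treated cells and 100% = gossypol-treated cells at 36 µM; higher means less SRC3-driven luciferase light from the GAL4 reporter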
TROY signal inh: inhibitors of TROY-dependent NF-kB signaling. Q293 LMP1-TROYcd NF-kB luciferase reporter, 4 h. inhibition, % at 10 µM. 360,000 compounds, 0.98% hits. AID 1347056;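 active = compounds whose plate-normalised and pattern-corrected inhibition of the luciferase reporter signal at the single screening dose is 50% or more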
LRH-1 inv ag: suppresses constitutive activity of human LRH-1; O00482; HEK293T StAR-luciferase reporter, LRH-1 transfected, 24 h; AID 602396; inhibition, % at 3.6 µM; 360,000 compounds, 0.13% hits;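 active = inhibition above the mean inhibition of all tested compounds plus 3 SD, cut at about 73% in these data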;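 note: 0% = DMSO wells and 100% = reporter-only cells lacking LRH-1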
Target sequence (O00482 whole entry, looked up): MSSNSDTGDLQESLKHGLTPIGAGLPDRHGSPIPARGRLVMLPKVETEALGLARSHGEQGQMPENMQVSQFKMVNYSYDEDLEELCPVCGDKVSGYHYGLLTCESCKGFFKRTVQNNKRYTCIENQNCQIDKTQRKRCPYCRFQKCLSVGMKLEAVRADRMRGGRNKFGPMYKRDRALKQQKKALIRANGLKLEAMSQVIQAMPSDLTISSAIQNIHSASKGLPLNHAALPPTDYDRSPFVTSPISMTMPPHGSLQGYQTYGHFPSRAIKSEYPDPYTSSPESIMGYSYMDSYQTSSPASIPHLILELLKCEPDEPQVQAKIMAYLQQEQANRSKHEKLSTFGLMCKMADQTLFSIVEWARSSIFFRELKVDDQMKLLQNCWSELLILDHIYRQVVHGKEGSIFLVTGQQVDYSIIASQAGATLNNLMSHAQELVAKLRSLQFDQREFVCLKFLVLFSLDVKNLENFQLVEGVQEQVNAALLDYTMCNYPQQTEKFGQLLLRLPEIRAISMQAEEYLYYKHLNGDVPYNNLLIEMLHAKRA
TWEAK Fn14 block: inhibitors of TWEAK-Fn14 interaction signaling. TWEAK-stimulated Fn14 reporter cells, luciferase luminescence, 8 h. 360,000 compounds, 2% hits. inhibition, % at 10 µM; in the data active = inhibition above about 50%
TRAIL sens C8: sensitizes caspase-8 expressing cells to TRAIL; NB7+C8 cells + TRAIL, ATPlite viability luminescence; inhibition (viability loss, TRAIL sensitization), % at 10 µM; 360,000 compounds, 1% hits; AID 624354;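 active = compounds causing at least 50% loss of cell viability in the single-dose screen, relative to plate controls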
LMP1 NFkB inh: reduces LMP1-driven NF-kappaB luciferase signal; inhibition, % at 12.5 µM; LMP1-induced NF-kappaB luciferase reporter cells, luminescence; 350,000 compounds, 0.69% hits; in the data active = inhibition above about 41%; inconclusive = no clear call, values can overlap the other calls;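 note: 0% = neutral control wells and 100% = reference inhibitor control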
KKLEB tox: CF airway cell cytotoxicity counter-screen; KKLEB CF airway cells viability, ATPlite luminescence, overnight; stronger effect = lower value; cells stimulated with P. aeruginosa culture filtrate; activity change (cytotoxicity), % at 5 µM; 360,000 compounds, 0.36% hits; AID 602141;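 active = corrected activity change at or below -50% at 5 µM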
COUP-TFII inh: NR2F2 (human) inhibition, primary screen; P24468; HEK293T NGFI-A luciferase reporter, luminescence; inhibition, % at 8.6 µM; 370,000 compounds, 0.7% hits; AID 686940;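 active = inhibition above a per-plate cutoff, mean inhibition of test wells between control levels plus 3 SD, cut at about 38% in these data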;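 note: cells cotransfected with COUP-TFII expression vector driving the NGFI-A reporter; 0% = median of COUP-TF2 test wells and 100% = reporter-only cells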
Target sequence (P24468 whole entry, looked up): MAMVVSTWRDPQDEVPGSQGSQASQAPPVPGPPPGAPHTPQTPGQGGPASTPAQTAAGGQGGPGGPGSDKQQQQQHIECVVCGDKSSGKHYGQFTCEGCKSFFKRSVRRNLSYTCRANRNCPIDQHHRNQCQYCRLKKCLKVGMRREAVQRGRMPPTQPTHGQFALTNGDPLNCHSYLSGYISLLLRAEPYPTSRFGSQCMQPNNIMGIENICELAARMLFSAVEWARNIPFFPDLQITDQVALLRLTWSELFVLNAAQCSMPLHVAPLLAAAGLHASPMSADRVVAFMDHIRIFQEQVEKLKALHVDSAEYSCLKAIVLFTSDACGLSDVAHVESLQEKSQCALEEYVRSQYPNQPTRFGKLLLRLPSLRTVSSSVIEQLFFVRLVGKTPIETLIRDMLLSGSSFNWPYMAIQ
Starred values were filed as active, the others as inactive; ? = inconclusive; . = no result given. Not all compounds are listed; count on the stated rates, not on these rows.

smiles	TRAIL sens C8	TWEAK Fn14 block	NCOA1 inh	LRH-1 inv ag	CF NFkB block	Shn3 3UTR inh	TROY signal inh	LMP1 NFkB inh	KKLEB tox	NCOA3 inh	COUP-TFII inh
Cc1ccc(C(=O)N2CCN(C)CC2)cc1S(=O)(=O)N1CCCCCC1	-19	-4	3	-12	-6	?	-28	3	6	-3	0
COC(C[C@H](O)[C@@H](C)[C@H](O)COCc1ccccc1)OC	6	1	-7	-1	-3	5	-6	0	-2	5	3
Cc1cccc(OCC(O)Cn2c(N3CCCCC3)nc3c2c(=O)n(C)c(=O)n3C)c1 (stereo unspecified)	-7	-36	8	13	-11	13	-2	-11	-3	-21	7
O=[N+]([O-])c1ccccc1S(=O)(=O)N1CCN(c2ccc(F)cc2)CC1	-2	-13	-4	-4	-4	4	-5	-2	-9	-7	19
O=C(NCc1ccccc1)/C(=C\c1ccc(O)cc1)NC(=O)c1ccco1	11	10	-11	0	26	15	-9	-5	-10	14	13
COc1ccc(C(N)c2nccc3cc(OC)c(OC)cc23)cc1OC (stereo unspecified)	0	-32	2	-8	3	27	0	-2	-5	-11	.
O=C(Nc1ccc(COc2ccccc2)cc1)Oc1ccccc1N1CCOCC1	-14	-2	-12	5	-2	-10	-31	27	-8	8	11
COc1ccc(N(CC(=O)NN=C2CCCCCCC2)S(=O)(=O)c2ccccc2)cc1	-3	1	2	10	3	7	2	0	9	12	-15
O=C(Nc1ccc(N2CCN(C(=O)c3ccco3)CC2)cc1)c1ccc([N+](=O)[O-])cc1Cl	14	-9	-11	1	37	15	12	12	-14	-2	18
CCCc1cc(=O)n2[nH]c(-c3ccccc3)cc2n1	11	1	-120	-95	-5	-84	-32	-22	1	-81	-46
CCOc1cc(C(=S)N2CCOCC2)ccc1OS(=O)(=O)c1ccc(Br)cc1	0	16	6	11	19	30	11	2	-8	-17	12
NS(=O)(=O)c1ccc(NC(=O)COC(=O)c2cc3ccccc3cc2O)cc1	39	-27	7	16	-5	-24	-3	-6	-4	11	-14
COc1cccc(OC)c1C(=O)N1CCOCC1	10	13	-29	14	4	-21	-6	-7	16	0	9
COc1cc(OC)c(OC)cc1/C=N/NC(=S)NCC1CCCO1 (stereo unspecified)	3	10	-3	21	-1	-11	-9	2	7	-2	3
O=C(O)c1ccc(S(=O)(=O)N(Cc2ccc(F)cc2)C2CCCCC2)cc1	7	14	-6	-2	-8	11	-6	0	2	9	1
CC(C)C(c1nnnn1C1CCCC1)N1CCCc2ccccc21 (stereo unspecified)	-4	-1	6	-22	16	18	-1	-6	-7	8	23
CC(C)COC(=O)NCC12C=CC(O1)C1C(=O)N(c3ccc(Cl)cc3)C(=O)C12 (stereo unspecified)	14	-3	-17	5	7	79	23	20	6	9	4
Cc1nc2scc(C)n2c(=O)c1S(=O)(=O)NC(C)c1ccccc1 (stereo unspecified)	-6	-8	-2	7	12	6	-4	5	0	11	2
CCN(CC)c1ccc(S(=O)(=O)N2CCOCC2)cc1NC(=O)COC(=O)C1=COCCO1	-1	-20	-12	-20	-30	-13	0	-2	1	18	14
Cc1cccc(C(=O)N(Cc2nc3ccccc3c(=O)[nH]2)C2CCCCC2)c1	-5	22	-18	-14	6	15	20	-12	0	-3	8
COC(=O)c1cccc(NC(=O)Cc2nc(-c3ccccc3)sc2-c2ccc(C)cc2)c1	10	30	0	4	42	8	7	0	-32	3	0
Cc1nn(CC(=O)Nc2ccc(F)cc2)c(=O)c2ccccc12	-2	11	-1	11	1	15	1	2	6	0	17
COc1ccc(NS(=O)(=O)c2cccc(C(=O)Nc3ccccc3C(=O)O)c2)cc1	7	4	-6	-5	21	17	20	2	-6	-1	-25
O=C(Cn1c(-c2ccccn2)nc2ccccc21)N/N=C/c1ccccn1	-6	-19	-28	15	-13	1	-23	15	6	11	-13
O=C(CSc1ccc2ccccc2n1)c1ccc2c(c1)OCO2	-5	0	-91	-65	-6	-101	-23	-20	0	-67	-48
Cc1noc(C)c1CSc1ccc2ccccc2n1	0	-8	-6	2	-9	1	-12	-4	5	13	-15
O=C(CCC1CCCN(c2ncccn2)C1)NCc1ccc(F)c(F)c1 (stereo unspecified)	1	4	-25	8	12	-45	5	-30	-14	-1	-2
CN(C)S(=O)(=O)N1CCN(S(=O)(=O)N(C)C)CC1	-19	29	10	-8	-10	5	8	-9	10	10	-17
O=C(COc1ccccc1Cc1ccccc1)Nc1cccc(S(=O)(=O)N2CCOCC2)c1	1	-7	-2	6	19	29	-2	-11	-5	-8	7
Cc1cc([N+](=O)[O-])ccc1NC(=O)C(C)N1CCN(c2ccccn2)CC1 (stereo unspecified)	3	4	-3	-14	-2	-1	0	-7	-2	6	3
Cc1ccc(S(=O)(=O)N2c3ccccc3OCC2c2ccccc2)cc1 (stereo unspecified)	8	63*	0	8	7	76	16	2	-8	-6	1
O=C(O)c1cccnc1Sc1ccc(Cl)cc1	1	12	-28	-13	23	-19	-11	5	-10	-20	-4

Given with two lines to a compound: part of the list above
Fields: TRAIL sens C8 | TWEAK Fn14 block | NCOA1 inh | LRH-1 inv ag | CF NFkB block | Shn3 3UTR inh | TROY signal inh | LMP1 NFkB inh | KKLEB tox | NCOA3 inh | COUP-TFII inh
Cc1cc([N+](=O)[O-])ccc1NC(=O)C(C)N1CCN(c2ccccn2)CC1 (stereo unspecified)
  3 | 4 | -3 | -14 | -2 | -1 | 0 | -7 | -2 | 6 | 3
Cc1ccc(S(=O)(=O)N2c3ccccc3OCC2c2ccccc2)cc1 (stereo unspecified)
  8 | 63* | 0 | 8 | 7 | 76 | 16 | 2 | -8 | -6 | 1

(cont.)
smiles	TRAIL sens C8	TWEAK Fn14 block	NCOA1 inh	LRH-1 inv ag	CF NFkB block	Shn3 3UTR inh	TROY signal inh	LMP1 NFkB inh	KKLEB tox	NCOA3 inh	COUP-TFII inh
CC(C(=O)c1ccccc1)C(O)c1ccccn1 (stereo unspecified)	-14	-1	-7	-32	-42	-27	-17	4	26	-11	-18
CCOc1ccc(-c2nnc(-c3ccc(OC)cc3)o2)cc1	-3	-33	0	7	15	-18	-67	-13	1	-11	5
Cc1ccc(NC(=O)C2CCN(S(=O)(=O)c3ccc4[nH]c(=O)ccc4c3)CC2)c(C)c1	6	12	-5	6	13	-1	1	-3	-2	9	-2
Cc1sc2nc(CN3CCCCC3)nc(N3CCN(C(=O)c4ccco4)CC3)c2c1C	-2	-9	-8	8	-7	11	-12	-8	26	-6	2
COc1ccc(N2CCN(CC(=O)Nc3cc(C)cc(C)c3)CC2)cc1	16	15	-10	-7	-6	5	-3	3	11	-9	1
COc1ccc(NC2CCCN(C(=O)CCN3CCCO3)C2)cc1 (stereo unspecified)	5	5	-9	4	5	-5	-4	3	-6	-15	-6
Cn1c(-c2cc(Cl)ccc2O)nc2c1c(=O)[nH]c(=O)n2Cc1ccccc1	-14	9	-1	15	7	2	14	2	0	15	2
Cn1cc(C(=O)N/N=C/C(Br)=C\c2ccccc2)ccc1=O	-12	12	-35	-13	-14	-1	4	-20	-2	-7	-22
O=C(Nc1nnc(C2=COCCO2)o1)c1ccc(Br)cc1	-1	-21	3	19	-12	-1	23	1	1	16	-20
C/C(=N\NC(=O)c1ccccc1)c1ccc(C)c([N+](=O)[O-])c1	22	13	-161	-56	1	-41	-5	-20	-7	-63	-35
Cc1ccc(C)c2nc(SCC(=O)NCc3cccs3)c(C#N)cc12	0	-7	-6	10	-3	-25	7	14	4	-1	16
O=C1CCCC2=C1C(c1ccncc1)c1c(nc(SCc3ccccc3Cl)[nH]c1=O)N2 (stereo unspecified)	2	4	-9	2	0	-10	3	1	9	3	6
COC(=O)CS(=O)(=O)c1nnc([C@H](Cc2ccccc2)NC(=O)OC(C)(C)C)o1	0	-1	-15	-22	66*	96*	11	3	-12	1	-1
COc1ccc(N2CCN(C3CC(=O)N(Cc4ccccc4)C3=O)CC2)cc1 (stereo unspecified)	15	2	-13	4	-12	10	-12	-2	4	14	1
CC(=O)c1ccc(N2CCN(S(=O)(=O)c3ccc4c(c3)NC(=O)CC(=O)N4)CC2)cc1	0	-4	-15	-25	4	-44	-3	-1	-20	-36	-11
N#Cc1nc(Cc2cccc3ccccc23)oc1NCCN1CCCCC1	3	0	4	-6	14	22	4	11	-23	8	8
COc1ccc(NC(=O)CSc2ccc3nnc(-c4cccnc4)n3n2)cc1OC	16	-3	-41	17	-1	0	-2	-9	-6	11	-18
CCOC(=O)c1c(C)[nH]c(C(=O)OCC(=O)c2ccc(OC)cc2OC)c1C	2	-13	-7	-30	-14	-19	5	4	14	4	-17
CC(=O)Nc1ccc(NC(=O)CSc2nnnn2-c2ccc(F)cc2)cc1	-16	-1	3	41	3	14	-1	3	-2	-11	2
Cc1ccc(-c2cc(C(=O)NCCCn3ccnc3)c3cc(Br)ccc3n2)o1	-14	3	-10	6	-1	1	12	4	6	0	.
Cc1cc(-c2nnc3sc(C4CCCCC4)nn23)n[nH]1	-1	5	-14	-1	5	0	-5	9	-2	18	4
COc1ccc(/C(C)=N/N2C(=O)c3ccccc3NC2c2ccc(O)c(OC)c2)cc1 (stereo unspecified)	4	-13	-43	-36	-8	-20	-23	-2	13	-39	-29
Cc1ccc2c(c1)CO[C@@]21O[C@H](CCO)C[C@H](O)[C@H]1O	-5	-2	-7	8	1	3	-4	1	9	3	0
CCCCN(C)Cc1c(C)[nH]c2ccc(OCC)cc2c1=O	1	-3	5	-6	-5	-20	14	0	16	7	10
CC(C(=O)N1CCc2ccccc21)n1cccc1 (stereo unspecified)	-2	-16	6	27	-5	0	4	-3	-1	12	1
CC(C)Cc1nnc(NC(=O)CCC(=O)N2CCN(c3ccccc3F)CC2)s1	0	8	2	-6	-1	-9	-4	-4	6	10	-15
C/C(=N\NC(=S)NC(C)C)c1cccc([N+](=O)[O-])c1	3	10	-15	5	0	-7	14	13	2	2	0
COc1cc(C(=O)ON=C2C=C(C)C(=O)C(C)=C2)cc(OC)c1OC	12	17	8	15	-4	-7	24	12	6	4	-7
O=c1[nH]c(NCCO)nc2ncn(Cc3ccccc3)c12	1	0	8	-26	-26	-6	-1	-7	5	5	-11
CCc1c(N)nc(N)nc1Nc1ccccc1Cl	-3	43	-2	18	13	15	-2	0	-10	12	25
COc1cc2nc(C3CCC3)n(NC(=O)C3CCC3)c(=O)c2cc1OC	-6	8	-2	3	4	-10	10	0	-11	-9	-6
O=C(c1ccc2c(c1)OCCO2)C1CCN(S(=O)(=O)c2ccccc2F)CC1	12	-3	-4	11	11	-3	2	1	-17	5	19
Cc1cc(C)cc(OCc2ccc(C(=O)O)o2)c1	-26	-2	-28	-37	-3	-29	-14	7	3	-12	-7
O=c1oc(-c2ccc(O)c(O)c2)cc2cccc(O)c12	15	-52	-99	-55	-61	-41	-58	-43	4	-88	-21
CCN(CC)CC(=O)Nc1c(C)cc(C(C)(C)C)cc1C	-8	12	-16	-25	-15	-6	-35	6	-18	-20	-5
